RORgamma inh = qHTS for inhibitors of ROR gamma transcriptional activity | Potency, µM (highest dose often 53.6 µM), inactives show at the highest dose activity change, negative = inhibition, usual class: inhibitors | Drosophila S2 Gal4-RORgamma UAS-luciferase reporter, 20 h | 310,000 tested, 5.4% active; also: potency is read from the fitted curve at half-maximal effect; % is scaled to controls: 0 for no effect and ±100 for the full control effect; nearly all actives have a fitted effect of over 60% in size
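Schneider cells (Drosophila), stable Gal4 DBD–ROR gamma + UAS-luc; 1 hr cmpd preincubation; Cu2+ induction 700 uM final; 20 hr ambient; luminescence.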
ELG1 DNA repair = qHTS screen for small molecules that inhibit ELG1-dependent DNA repair in human embryonic kidney (HEK293T) cells expressing luciferase-tagged ELG1; HEK293T ELG1-luciferase reporter, luminescence, 16 h; DNA damage induced by 5-fluorouridine; Potency, µM (highest dose often 46.1 µM), for inactives: at the highest dose activity change, negative = inhibition, most hits filed as inhibitors; 330,000 tested, 2.3% active; AID 504467, 2011; also: potency is read from the fitted curve at half-maximal effect; % is scaled to controls: 0 for no effect and ±100 for the full control effect; nearly all actives have a fitted effect of over 55% in size
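Cells (2,000 per well) received 5-fluorouridine plus test compound or DMSO and were incubated 16 hr at 37 °C, 5% CO2. Luciferase activity was read by luminescence 30 min after ONE-Glo addition; signal suppression marked inhibition of damage-induced ELG1 function.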
Rab9 promoter act = qHTS Assay for Rab9 Promoter Activators; 320,000 tested, 2.8% active; Potency, µM (doses to about 9.22 µM), for inactives: at the highest dose activation, negative = inhibition, usual class: activators; Huh7 Rab9 promoter-luciferase reporter, luminescence, 24 h; AID 485297, 2010; also: potency is read from the fitted curve at half-maximal effect; % of control where 0% means no effect; nearly all actives have a fitted effect of over 60% in size
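Huh7 cells stably carrying Rab9 promoter–luciferase reporter, plated 1500 cells/well, compound added after 2 h and incubated 24 h at 37 °C; luciferase luminescence then read after 10 min with detection reagent.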
NPC1 prom act = qHTS Assay for NPC1 Promoter Activators. Potency, µM (highest dose often 9.22 µM), for the others: top-dose activation, most hits filed as activators. Huh7 NPC1 promoter luciferase reporter, 24 h. 320,000 tested, 2.4% active. AID 485313, 2010;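 also: potency is read from the fitted curve at half-maximal effect; % of control where 0% means no effect; nearly all actives have a fitted effect of over 60% in size; reporter is driven by a mutant NPC1 promoter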
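Luminescence read-out of NPC1 promoter-driven luciferase in stably transfected Huh7 cells; compounds delivered in DMSO and left 24 h at 37C, 5% CO2, qHTS titration format.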
KCNH2 3.1 inh = qHTS for Inhibitors of KCHN2 3.1: Mutant qHTS | activity change, % (tested at about 1.8 µM) | 340,000 tested, 0.95% active | U2OS KCNH2 3.1, thallium flux FluxOr; active compounds read low;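 active = maximum activity change below -70%; inconclusive = maximum activity change from -70% to -50%; inactive = maximum activity change above -50%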;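 also: thallium influx rate constant from kinetic fluorescence after stimulation buffer; % is scaled to controls: 0 for no effect and ±100 for the full control effect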
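Kinetic fluorescence (2 min after stimulation buffer) measures Tl+ influx through KCNH2 3.1 expressed by viral transduction in U2OS cells; the rate constant is normalized against DMSO controls serving as positive and negative references.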
PKM2 act = qHTS Assay for Activators of Human Muscle isoform 2 Pyruvate Kinase; purified PKM2, Kinase-Glo ATP luminescence, activation; response scale: 0% is enzyme alone, no compound; Potency, µM (doses to about 57.5 µM), for inactives: at the highest dose activation, usual class: activators; 260,000 tested, 0.34% active; AID 1631, 2009; also: potency is read from the fitted curve at half-maximal effect; % is scaled to controls: 0 for no effect and ±100 for the full control effect; nearly all actives have a fitted effect of over 55% in size
Target sequence (P14618 whole entry, looked up, canonical isoform): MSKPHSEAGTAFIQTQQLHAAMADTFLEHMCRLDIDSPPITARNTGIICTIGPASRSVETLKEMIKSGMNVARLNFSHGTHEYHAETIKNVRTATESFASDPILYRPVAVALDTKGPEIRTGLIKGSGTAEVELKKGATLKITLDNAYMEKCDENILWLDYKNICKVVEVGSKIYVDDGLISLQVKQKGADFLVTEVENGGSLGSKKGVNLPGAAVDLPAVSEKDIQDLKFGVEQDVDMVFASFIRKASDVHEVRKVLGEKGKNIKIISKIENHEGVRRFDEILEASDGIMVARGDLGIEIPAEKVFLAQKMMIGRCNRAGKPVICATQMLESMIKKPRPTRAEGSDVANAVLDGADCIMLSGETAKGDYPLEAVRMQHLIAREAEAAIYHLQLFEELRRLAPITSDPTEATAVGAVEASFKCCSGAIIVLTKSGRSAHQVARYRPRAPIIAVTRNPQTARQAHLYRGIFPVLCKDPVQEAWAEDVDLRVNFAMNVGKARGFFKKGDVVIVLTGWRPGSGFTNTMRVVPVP
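hPK-M2, >95% pure; 0.1 mM ADP / 0.5 mM PEP final; imidazole pH7.2 buffer w/ 7 mM MgCl2, 50 mM KCl; 1 h RT; Kinase-Glo lum. Intermediate enzyme activity for dual inhibitor/activator qHTS.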
MBNL1 CUG block = qHTS Assay for Inhibitors of MBNL1-poly(CUG) RNA binding. 280,000 tested, 0.036% active. Potency, µM (highest dose often 57.5 µM), inactives show top-dose activity change, negative = inhibition, usual class: inhibitors. TR-FRET MBNL1-His/biotin-(CUG)12 binding, 665/545 ratio. Muscleblind-like protein 1 (Homo sapiens), Q9NR56. AID 2675, 2010; active = well fitted inhibition curve with a large enough effect in the signal ratio, with a control signal flat, not every such curve was filed as active; inconclusive = small, poorly fitted or top-dose-only effect, or effect the other way, or a change in a side signal; inactive = no such curve, though single readings can be large or run the other way; the % refers to the signal ratio; also: potency is read from the fitted curve at half-maximal effect; % is scaled to controls: 0 for no effect and ±100 for the full control effect
Target sequence (Q9NR56 whole entry, looked up): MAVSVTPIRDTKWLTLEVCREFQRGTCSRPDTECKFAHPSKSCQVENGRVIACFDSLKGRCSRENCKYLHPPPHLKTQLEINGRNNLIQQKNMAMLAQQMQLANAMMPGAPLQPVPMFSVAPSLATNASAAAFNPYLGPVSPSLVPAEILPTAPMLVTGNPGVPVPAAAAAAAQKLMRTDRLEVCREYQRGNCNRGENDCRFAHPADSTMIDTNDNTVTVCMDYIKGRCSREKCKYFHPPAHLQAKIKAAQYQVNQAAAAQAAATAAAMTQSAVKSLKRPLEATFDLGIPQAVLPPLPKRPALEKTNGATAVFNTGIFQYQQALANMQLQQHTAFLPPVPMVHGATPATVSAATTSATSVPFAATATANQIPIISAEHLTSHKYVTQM
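Compounds (final 92 nM to 58 uM) are added to His-tagged MBNL1 and biotin-(CUG)12, then terbium anti-His antibody and streptavidin-XL665 (5 nM final). After 60 min at room temperature, the 665/545 nm ratio is read.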
FLuc modulator = qHTS profiling assay for firefly luciferase inhibitor/activator using purifed enzyme and Km concentrations of substrates (counterscreen for miR-21 project); Luciferin 4-monooxygenase (Photinus pyralis), P08659; purified FLuc, Km substrates, luminescence inhibition; 360,000 tested, 6.9% active; Potency, µM (series often up to 57.5 µM), without a hit: at the highest dose activity change, negative = inhibition, actives largely listed as inhibitors;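 also: potency is read from the fitted curve at half-maximal effect; plate controls were vehicle for no effect and reference inhibitor for full effect; nearly all actives have a fitted effect of over 55% in size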
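Purified P. pyralis luciferase, 10 nM final, with Km-level 10 uM D-luciferin and 10 uM ATP in 50 mM Tris acetate pH 7.5, 10 mM Mg acetate, 0.01% Tween-20, 0.05% BSA; 6-point qHTS titration about 60 µM downward; luminescence read.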
Menin MLL FP TR = qHTS Assay for Inhibitors Targeting the Menin-MLL Interaction in MLL Related Leukemias: Competition With Texas Red Labeled MLL-derived Mutant Peptide; O00255; Menin + Texas Red MLL mutant peptide, fluorescence polarization; 270,000 tested, 0.23% active; Potency, µM (doses to about 61.6 µM), inactives show at the top dose FP activity change, negative = inhibition, hits mostly inhibitors; active = well fitted inhibition curve with a large enough effect in the polarisation, with a control signal flat, not every such curve was filed as active; inconclusive = small, poorly fitted or top-dose-only effect, or effect the other way, or a change in a side signal; inactive = no such curve, though single readings can be large or run the other way; the % refers to the polarisation; also: potency is read from the fitted curve at half-maximal effect; % of control where 0% means no effect; many of its hits are not listed in these tables
VP16 counter = VP16 counterscreen qHTS for inhibitors of ROR gamma transcriptional activity. 310,000 tested, 3.5% active. Drosophila S2 Gal4-VP16 UAS-luciferase, luminescence, 20 h. Potency, µM (series often up to 53.6 µM), for the others: top-dose activity, negative = inhibition, actives largely listed as inhibitors. AID 2546, 2010;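 also: Gal4-VP16 expression switched on by copper sulfate through the metallothionein promoter; potency is read from the fitted curve at half-maximal effect; % is scaled to controls: 0 for no effect and ±100 for the full control effect; nearly all actives have a fitted effect of over 50% in size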
Mito fusion act = qHTS Assay for Small Molecule Inhibitors of Mitochondrial Division or Activators of Mitochondrial Fusion | S. cerevisiae fusion-defective mutant growth rescue, CellTiterGlo 48 h | Potency, µM (titrated, usually from 46.1 µM), inactives show at the highest dose growth rescue (activation), actives largely listed as activators | 320,000 tested, 0.23% active;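 also: potency is read from the fitted curve at half-maximal effect; % of control where 0% means no effect; nearly all actives have a fitted effect of over 45% in size; temperature-sensitive fusion mutants such as fzo1-1 at 37 °C on non-fermentable ethanol glycerol medium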
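Growth-rescue viability read-out: after 48 h at the non-permissive 37C in glycerol/ethanol YPEG, yeast mitochondrial fusion mutants are measured by CellTiterGlo luminescence; compounds (23 nl pinned per well) restoring growth score as division inhibitors or fusion activators.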
Numbers without * were called inactive; ? = inconclusive; . = not tested or not shown; [ ] = remark or other dose. Unless noted, calls follow the shape of the dose curve; as a rule, active = well fitted curve in the direction sought with a large enough effect; inconclusive = small, poorly fitted or top-dose-only effect, or another doubt; inactive = no such curve, though single readings can be large; an effect the other way counts as inactive or inconclusive.

SMILES | RORgamma inh | ELG1 DNA repair | Rab9 promoter act | NPC1 prom act | KCNH2 3.1 inh | PKM2 act | MBNL1 CUG block | FLuc modulator | Menin MLL FP TR | VP16 counter | Mito fusion act
O=C(Nc1ccccc1O)c1ccccc1O | ? | ? | 20% | ? | 4 | -14% | 3% | 9.5µM* | 8% | ? | 11%
COc1ccc(/C=N/NC(=O)c2cccnc2)cc1CN1CCc2ccccc2C1 | -3% | -7% | -2% | -2% | 2 | 1% | 1% | 1% | . | -4% | 2%
Cc1ccc(S(=O)(=O)N2CCOCC2)cc1C(=O)Nc1ccccc1N1CCCC1 | . | -1% | -2% | 12% | -14 | . | . | 0% | . | . | 11%
CN1CCN(C(CNS(=O)(=O)c2ccc([N+](=O)[O-])cc2)c2ccc(F)cc2)CC1 (stereo not given) | . | 0% | -2% | -2% | -4 | . | . | -1% | . | . | 10%
Cc1ccc(C2Nc3cccc4cccc(c34)N2)cc1 | -24% | 5% | 24% | 29% | -2 | -5% | 14% | 11µM* | ? | -19% | -7%
Cc1ccc(NCc2nnc(SCC(=O)Nc3ccccc3)n2CC2CCCO2)c(C)c1 (stereo not given) | 29% | 9% | 11% | 2% | 2 | -1% | 1% | -12%[2.3 µM] | -12% | 12% | -1%
Cc1onc(-c2ccccc2Cl)c1C(=O)OCc1cnc(Cl)s1 | 24% | -13% | -10% | 1% | 1 | -13% | -1% | 4% | -5% | -2% | 7%
COc1ccc([N+](=O)[O-])cc1NC(=O)c1ccc(Br)s1 | -6% | -7% | -3% | 1% | 1 | 0% | 4% | 3% | 7% | -2% | 8%
CC(=O)NC(=S)Nc1ccccc1N1CCN(C(=O)c2ccccc2)CC1 | 6.3µM* | ? | -2% | -6% | -4 | 4% | -8% | 1% | ? | 5µM* | -5%
COc1ccc(N(CC(=O)Nc2ccc(C)cc2C)S(=O)(=O)c2c(C)n[nH]c2C)cc1 | -3% | 3% | 0% | 3% | -1 | . | -4% | -2% | . | 0% | -9%
Cc1cc(NC(=O)c2cccc(F)c2)ncc1NC(=O)c1ccco1 | ? | ? | 2µM* | 1.3µM* | -9 | -58% | -1% | 11µM* | 10% | -26% | 0%
COC(=O)C1=C(C(=O)OC)[C@@H]2N(C)c3ccccc3[C@@]23C[C@@H](C(=O)OC)N(C(=O)COCc2ccccc2)C3=N1 | 24% | -1% | -4% | -4% | -7 | 11%[11.5 µM] | -12% | 1% | -5%[11.7 µM] | -14% | 13%
Nn1c(Cc2cccc3ccccc23)nnc1SCC(=O)N1CC(=O)Nc2ccccc21 | 2% | -4% | 6% | 6% | -15 | 9% | -19% | -1% | -10% | -14% | 0%
CN(C)CCNc1ncnc2c1cnn2-c1ccc(Cl)cc1 | ? | ? | ? | 16% | 10 | -10% | -14% | 7.6µM* | 6% | ? | 1%
CCn1c(SCC(=O)Nc2ccc(NC(C)=O)cc2)nnc1C1CC1 | -17% | 1% | -4% | -1% | 10 | 0% | 0% | 1% | 2% | 3% | -1%
COc1ccccc1NC(=O)C(=O)Nc1ccccn1 | 17% | ? | 3.2µM* | 4µM* | 2 | -5% | -2% | 8.5µM* | -12% | -29% | -1%
O=C(CNCc1ccc(Cl)cc1)NCc1ccco1 | -8%[10 µM] | 3% | -2% | 2% | -9 | 1% | . | 5% | -7% | 3% | 1%
COc1ccc(-c2c(C)c3cc(O)ccc3oc2=O)cc1 | 12% | 15% | 0% | -6% | -11 | 7%[0.46 µM] | ? | ? | -3% | -5% | -8%
Nc1nc(-c2cccnc2)nc(N2CCCCC2)n1 | 5%[10 µM] | 14% | -1% | -3% | . | -3% | 6% | 0% | -2% | 5% | -3%
Cc1cc(C(=O)N/N=C/c2ccc(-c3ccc(C)c(Cl)c3)o2)n[nH]1 | ? | -1% | -8% | -5% | -21 | -2% | . | 2% | . | -10% | -2%
O=C(CNc1cccc(Cl)c1)c1ccc(Cl)cc1 | 15% | ? | -1% | 3% | -1 | -3% | 4% | ? | -14% | 4% | 7%
CCCS(=O)(=O)N1CCC(C(=O)NCCc2ccc(C)cc2)CC1 | 9% | 6% | -4% | -2% | . | 1% | 1% | 1% | 45%[activator] | -5% | -3%
O=S(=O)(c1ccc(NC(=S)NCCc2ccccc2)cc1)N1CCOCC1 | 26% | -17% | 1% | -1% | -12 | -4% | -16% | 1% | ? | 18% | -2%
COc1ccc(CNC(=O)[C@H](C)NC(=O)C2CCN(C(=O)[C@H](CCSC)NC(=O)OC(C)(C)C)CC2)cc1 | 11% | ? | 0% | 0% | -3 | -5% | -1% | 1% | -14% | 0% | 3%
CCCNC(=O)c1ccc(S(N)(=O)=O)cc1 | -2% | 1% | -2%[1.84 µM] | -2% | 3 | -14% | 2% | 2% | 0% | -5% | -2%
CCN(CC)C(=O)C1CCCN(c2ccccc2[N+](=O)[O-])C1 (stereo not given) | 28% | -16% | -2% | 1% | 11 | -7% | ? | 1% | -16% | 4% | -2%
CC(C)(C)Nc1nc(-c2ccc3c(c2)CCN3C(=O)C2CC2)cs1 | 45% | ? | ? | 1.8µM* | -17 | . | 40%[activator] | 3µM* | . | 5% | -18%
CCOc1ccc(N2CC(C(=O)N/N=C/c3sccc3C)CC2=O)cc1 (stereo not given) | -12% | ? | -10% | 1% | -2 | 0% | -1% | 0% | . | 3% | -4%
CS(=O)(=O)N(CC(=O)N/N=C/c1cccc2c1OCCO2)c1ccccc1Br | 19% | -4% | 2% | 1% | . | 13% | -1% | 0% | 20% | -7% | 1%
O=C(CN(CC1CCCO1)C(=O)Cn1nnc(-c2ccc(F)cc2)n1)NC1CCCCC1 (stereo not given) | 11% | -18% | 1% | -1% | 1 | -6% | 0% | 0% | -1% | -14% | 3%
Cc1ccc(C(=O)N(CC(=O)Nc2ccc(Cl)c(Cl)c2)Cc2ccco2)cc1 | 17% | 26% | -5% | 0% | 6 | 0% | -14% | -1% | -1% | 5% | 9%
O=C(Cn1cc2c(n1)CCCC2)NC1CCN(Cc2ccccc2)CC1 | -22% | -1% | 4% | 0% | -4 | 2% | 0% | -1% | -1%[11.7 µM] | 8% | 1%
COc1ccc(Br)cc1S(=O)(=O)N1CCN=C1C | 0% | 9% | -3% | 1% | 3 | 4% | ? | 1% | -2% | 0% | -2%
[N-]=[N+]=CC(=O)c1ccnc(C(=O)C=[N+]=[N-])c1 | 17% | 15% | 0% | -5% | 6 | 0% | ? | 0% | -1% | 7% | 1%
CCOc1ccccc1NC(=O)c1cnc2n(c1=O)CCS2 | 11% | 23% | 9% | 5% | -20 | -4% | 3% | -5% | 2% | -4% | -4%
CCOC(=O)c1c(NC(=O)Cn2nnc(-c3ccc(Cl)cc3)n2)sc(CC)c1C | -18% | -6% | -2% | -1% | 0 | 2% | -3% | 1% | 2% | -1% | 0%
O=C1c2cccc3cccc(c23)C(=O)N1CCN1CCN(CC(O)COCc2ccc(Cl)cc2)CC1 (stereo not given) | -12% | 21µM* | -8% | -4% | ? | -1% | ? | 2% | -6% | ? | 7%

Screening results: PubChem, National Center for Advancing Translational Sciences (NCATS)

A portion of the library. The share of hits here may be higher or lower than overall.
